Screens: PubChem BioAssay, several laboratories
RSV antiviral HEp-2 = RSV antiviral activity via CPE protection, HEp-2 cells, primary 10 µM value included (AID 2391) | HEp-2 cells, RSV-induced CPE inhibition; higher % means a stronger effect | CPE inhibition, % at 10 µM, or IC50 in µM where a hit was titrated | 0.13% of 310,000 active; in the data active means a potency from the dose series; further: strong numbers were not always called active
XIAP displacement = XIAP antagonists, biochemical, IAP family, fluorescence polarization (AID 1018); 0.007% of 200,000 active; one-dose displacement, % at 20 µM; IC50 in µM for titrated hits; XIAP BIR domain, fluorescence polarization peptide displacement; higher % means a stronger effect; in the data active means displacement above about 50%; further: a part of the inactive calls stands beside numbers as strong as those of hits
AID2073 = disruptors of CaV2.2 binding to Mint1 – biochemical, HTRF (AID 2073); HTRF protein-protein interaction, Mint1-CaV2.2; higher % means a stronger effect; 0.19% of 290,000 active; inhibition, % at 20 µM, or IC50 in µM where a hit was titrated; in the data active means inhibition mostly above about 51%, no sharp cut-off; further: some results filed as inactive read as strong as hits
HIV fusion peptide = inhibitors of HIV fusion peptide binding, primary screen, biochemical, uHTS, fluorescence dequenching (AID 1986); cell-free peptide binding, fluorescence dequenching, 30 min; higher % means a stronger effect; inhibition, % at 20 µM; hits with a dose series show IC50 in µM; 0.3% of 290,000 active; in the data active means inhibition mostly above about 52%, no sharp cut-off; inactive means mostly below about 76%; further: some results filed as inactive read as strong as hits
SV40 large T antigen = SV40 large T antigen inhibitors, biochemical (AID 1903); SV40 large T antigen ATPase/helicase inhibition assay; higher % means a stronger effect; inhibition, % at 20 µM, or IC50 in µM where a hit was titrated; 0.39% of 310,000 active; in the data active means a potency from the dose series; further: strong numbers were not always called active
MgcRacGAP inhibition = MgcRacGAP GTPase-activating activity inhibitors, confirmation, biochemical, ADP Hunter fluorescence; inhibition, % at 30 µM, or IC50 in µM where a hit was titrated; AID 624330; 0.6% of 340,000 active; MgcRacGAP-stimulated Rac1 GTP hydrolysis, ADP Hunter fluorescence; higher % means a stronger effect; GST-tagged Rac1 F28L mutant substrate;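 active means first-screen hits whose inhibition reached a set limit at any dose in the follow-up dose series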;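 further: fluorescence reports GDP produced by GAP-driven GTP hydrolysis; strong numbers were not always called active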
SIAH1 antagonists = blockers of Siah-1 interaction with plectin peptide – biochemical, fluorescence polarization, rhodamine-plectin, uHTS, primary screen (AID 1817); Siah-1 / rhodamine-plectin peptide fluorescence polarization; higher % means a stronger effect; displacement, % at 20 µM, or IC50 in µM where a hit was titrated; 0.02% of 290,000 active;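 active means displacement of at least 50% at 20 µM, with a fluorescence ratio check between 0.3 and a set limit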;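 further: plate controls were Siah plus tracer with DMSO for no effect and tracer alone without Siah for full effect; strong numbers were not always called active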
LYP phosphatase = inhibitors of LYP phosphatase, biochemical, fluorescence intensity, uHTS (AID 1779); recombinant LYP phosphatase, fluorescence intensity; higher % means a stronger effect; one-dose inhibition, % at 11.5 µM; IC50 in µM for titrated hits; 0.054% of 290,000 active; in the data active means inhibition above about 50%;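 further: plate controls were vehicle with enzyme for no effect and no enzyme for full effect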
Dengue-2 NS5 capping = Dengue-2 NS5 methyltransferase inhibitors, primary screen, biochemical, confirmation dose response (AID 588689); one-dose inhibition, % at 25 µM; IC50 in µM for titrated hits; 0.3% of 340,000 active; Dengue-2 NS5 methyltransferase capping enzyme assay, biochemical; higher % means a stronger effect; in the data active means a potency from the dose series
Dengue-2 NS5 capping pilot replicate = further read-out of Dengue-2 NS5 capping, marked with its call; inhibition, %; measured here: pilot screen replicate inhibition
* marks the source's active call; other numbers are inactive results; · = not tested or not shown.

SMILES | RSV antiviral HEp-2 | XIAP displacement | AID2073 | HIV fusion peptide | SV40 large T antigen | MgcRacGAP inhibition | SIAH1 antagonists | LYP phosphatase | Dengue-2 NS5 capping | others
CCN(Cc1ccccc1)C(=O)CCCOc1ccccc1 | 6.6% | -4.6% | 3% | 0.3% | 1% | 0% | 2% | -6% | -1%
CCCC(=O)Nc1nc(-c2ccccc2)ns1 | 16% | 0.1% | 0% | -1.3% | 15% | 7% | -3% | -3% | -3%
CCOC(=O)c1ccc(OC)c(OC)c1Cl | 0.1% | · | -4% | -2.5% | 5% | 0% | -2% | -5% | 1%
CN(C)c1ccc(-c2nnn(CC(=O)Nc3ccc4c(c3)OCCO4)n2)cc1 | 2.5% | -3.7% | 16% | 2.1% | 3% | 7% | 5% | -5% | -9%
COC(=O)c1ccc(/C=C2\N=C(SC)SC2=O)cc1 | 1.2% | -4.2% | -12% | 3.8% | 17% | -6% | -5% | -7% | -6%
O=C(NCCNc1ccc([N+](=O)[O-])cc1)c1ccccc1F | 1.3% | · | -8% | -0.6% | -2% | 6% | -3% | -4% | -11% | Dengue-2 NS5 capping pilot replicate=-3.1
COc1cccc(NC(=O)CN2C(=O)COc3ccc(C)cc32)c1 | 12% | · | -3% | 1.3% | 4% | 4% | 0% | -8% | -1%
COC(=O)c1ccc(C)c(-n2c(C)cc(C=O)c2C)c1 | 1.6% | -4.8% | 12% | 11% | 7% | 3% | -3% | -7% | -5%
COc1ccc(CN2CCC(=O)N([C@H](CO)CC(C)C)CC2)cc1OC | -0.1% | · | -4% | 3.6% | 4% | -8% | 9% | -10% | -2%
CNC(=O)COC(=O)c1cc(-c2ccc(OC)cc2)nc2ccccc12 | 3.3% | -3.7% | 15% | -0.1% | -1% | 8% | 12% | -4% | -2%
COc1ccccc1-n1c(SCC(=O)N2CCCCC2)nc(O)c(Cc2ccccc2)c1=O | 0.1% | · | 3% | 1.1% | 11% | 8% | 1% | 1% | 3%
O=[N+]([O-])c1cc(/C=N/OCc2c(Cl)cccc2Cl)ccc1N1CCOCC1 | 21% | -3.3% | 7% | -3.2% | 2% | 7% | 4% | 3% | 3% | Dengue-2 NS5 capping pilot replicate=4.2
Cc1cc(-c2nc(-c3ccc(C(C)(C)C)cc3)no2)no1 | · | · | 9% | -1.6% | 5% | 1% | 5% | 0% | 8%
COc1cccc(/C=C2\SC(N)=NC2=O)c1OS(=O)(=O)c1ccccc1 | 0.7% | 6.8% | 16% | 8.5% | 22% | 7% | 7% | -2% | ·
CC1(C(=O)N2CCC(CO)(Cc3cccc(C(F)(F)F)c3)CC2)CC1 | 8.9% | · | 10% | -2.3% | 5% | -4% | -3% | -7% | -3%
CCc1nc(SCC(=O)OC(C)C)c2ccccc2n1 | -0.1% | 0.5% | 13% | -1.0% | 18% | 9% | 0% | -3% | 5%
NCCNC(=O)c1c(O)c2cccc3c2n(c1=O)CCC3 | 3.8% | · | 8% | 0.5% | 7% | 15% | -3% | -4% | ·
Cc1cccc2cc3c(N)c(C(=O)N4CCOCC4)sc3nc12 | 0.0% | -10% | -39% | 2.0% | 3% | 8% | 0% | -10% | 0%
COc1ccc(CCn2c(N)c(C(=O)NCc3ccco3)c3nc4ccccc4nc32)cc1 | 0.1% | -8.2% | 21% | 4.5% | -1% | 8% | 58%* | -4% | -22%
COc1cc(OC)c(OC)cc1/C=C/c1cc(C(=O)O)c2ccccc2n1 | 1.7% | -5.3% | 6% | 4.7% | 9% | 8% | 1% | 2% | 1%
CCc1nnc(NC(=O)c2sc3nc4c(cc3c2N)CCCCCC4)s1 | 4.2% | -4.4% | 18% | 1.6% | 19% | 6% | 2% | 6% | -4%
COc1ccc(/C=N/NS(=O)(=O)c2ccc(NC(C)=O)cc2)cc1 | 2.1% | · | -8% | 1.2% | 21% | 6% | 16% | -6% | 0%
CCN(CC)c1ccc(N=Cc2cc(Br)ccc2O)cc1 | 0.6% | -8.8% | 17% | 5.5% | 19% | 11% | -6% | -9% | 16%
FC(F)(F)c1cccc(-n2c(Cn3nnc4ccccc43)n[nH]c2=S)c1 | -1.8% | · | -34% | -0.2% | 16% | · | -2% | -9% | ·
CC(C)CNS(=O)(=O)c1ccc(OCC(=O)Nc2ccc3c(c2)OCCO3)cc1 | 1.1% | -3.2% | 3% | -3.1% | 2% | -6% | -10% | -6% | -1%
O=C(/C=C/c1ccc(F)cc1)Nc1ccc(S(=O)(=O)N2CCOCC2)cc1 | 1.2% | · | 2% | 0.0% | 9% | 3% | -6% | -6% | -13%
c1ccc(-c2ccc3sccc3n2)cc1 | 0.5% | · | · | · | 3% | 13% | · | · | -4%
O=C1NC(C(=O)O)=CC(c2ccc([N+](=O)[O-])cc2)N1 (configuration not stated) | 0.1% | · | 12% | 1.9% | 48% | 10% | 12% | -6% | 25%
COc1ccc(CCNC(=O)CNCC(c2ccccc2)N(C)C)cc1OC (configuration not stated) | 1.3% | · | 3% | -1.6% | 8% | 78µM* | 5% | -12% | -1%
COC(=O)CN1C(=O)C(C)(C)Oc2ccc(C(=O)Nc3ccccc3F)cc21 | 1.8% | · | 0% | 0.1% | -1% | 4% | 9% | -9% | -2%
CCOc1ccc(C(=O)NCC(=O)OCc2cc([N+](=O)[O-])cc3c2OCOC3)cc1OCC | -1.2% | -8.3% | -2% | 0.8% | 8% | 5% | 2% | -4% | 3%
CCc1[nH]nc(C(=O)N2CCCC(CNS(=O)(=O)c3cccs3)C2)c1C (configuration not stated) | 1.0% | -3.1% | 14% | 1.2% | 3% | 6% | 4% | -3% | -2%
CCOc1ccc2nc(Cl)sc2c1 | -0.2% | -8.9% | -3% | 0.8% | 16% | 3% | -1% | 0% | 3%
COc1ccc(NC(=O)c2cc3ccccc3cc2OC)cc1 | 3.3% | · | 24% | -1.6% | 7% | 10% | 2% | -4% | -5%
COCCNC(=O)c1cc2sccc2n1C | 2.9% | -3.0% | 6% | 1.5% | · | 1% | 1% | 1% | 4%
CC(C)N(Cc1nccn1C)C(=O)c1cc(COc2ccc(F)cc2Cl)on1 | 0.0% | · | 4% | -1.7% | 2% | 9% | 10% | -7% | 1%
CCCCC(C(=O)O)C(C)CC(=O)Nc1nccs1 (configuration not stated) | 1.2% | · | 5% | -0.5% | 13% | 7% | 3% | -7% | -9%
O=C(OCc1cc2ccccc2[nH]c1=O)c1ccccn1 | 2.5% | -0.6% | 28% | -1.0% | 6% | 12% | -5% | -2% | -6%
CCN1CCN(C(=O)Nc2ccc(Cc3ccc(NC(=O)N4CCN(CC)CC4)cc3)cc2)CC1 | -1.4% | -4.8% | 4% | -2.3% | 22% | 9% | 3% | -11% | 1%
COC(=O)c1ccc(C)c(NC(=O)CCc2ccc(OC)cc2)c1 | 2.1% | -5.5% | -5% | -3.3% | 1% | 4% | -3% | -9% | -5%
COc1ccc(NS(=O)(=O)c2ccc(OC)c(N(C)S(=O)(=O)c3ccc(Cl)cc3)c2)cc1 | 5.1% | -3.8% | 1% | -4.6% | 2% | 7% | 2% | 1% | -5%
Cn1cnc2c1c(=O)n(Cc1ccccc1C#N)c(=O)n2C | 0.2% | · | 8% | -0.5% | 9% | -2% | 1% | -5% | -1%
Cc1ccc(CNC(=O)C(=O)NCC2OCCCN2S(=O)(=O)c2ccc(F)cc2)cc1 (configuration not stated) | 1.7% | · | -3% | -0.9% | -1% | 4% | 4% | -7% | -1%
CCCCC(=O)Nc1cc(OCC)c(NC(=S)NC)cc1OCC | -1.2% | -6.5% | -24% | 0.0% | 2% | 4% | -1% | -5% | -3%
CCCNC(=O)COC(=O)c1cc2c(=O)n3ccccc3nc2s1 | 0.8% | -1.1% | 8% | 18% | 3% | 8% | 5% | -5% | -4%
O=[N+]([O-])c1cc([N+](=O)[O-])c(Oc2cc(F)cc(F)c2F)cc1NN1CCCCC1 | -0.7% | · | -2% | -0.9% | 6% | 6% | 3% | 3% | 6%
COc1ccc(-c2csc(-n3cccn3)n2)cc1 | 19% | · | -4% | 0.0% | 4% | -5% | 0% | -5% | -3%
CN(C)S(=O)(=O)c1ccc(C(=O)NCc2nnc(SCC(=O)N3CCCC3)o2)cc1 | 1.0% | · | 12% | -1.4% | 12% | 5% | -2% | -7% | 5%
CC(=O)Nc1ccc(S(=O)(=O)Oc2ccc(C=O)cc2)cc1 | 0.6% | -0.7% | -3% | 3.3% | 5% | 1% | -1% | -2% | -3%
CC(OC(=O)Cn1[nH]c(=O)c2ccccc2c1=O)C(=O)Nc1ccc(F)cc1Cl (configuration not stated) | 0.7% | · | · | · | -1% | -6% | · | · | 4%

Entries from the list above containing an NH in an aromatic ring, in the order listed:
SMILES | RSV antiviral HEp-2 | XIAP displacement | AID2073 | HIV fusion peptide | SV40 large T antigen | MgcRacGAP inhibition | SIAH1 antagonists | LYP phosphatase | Dengue-2 NS5 capping | others
FC(F)(F)c1cccc(-n2c(Cn3nnc4ccccc43)n[nH]c2=S)c1 | -1.8% | · | -34% | -0.2% | 16% | · | -2% | -9% | ·
CCc1[nH]nc(C(=O)N2CCCC(CNS(=O)(=O)c3cccs3)C2)c1C (configuration not stated) | 1.0% | -3.1% | 14% | 1.2% | 3% | 6% | 4% | -3% | -2%
O=C(OCc1cc2ccccc2[nH]c1=O)c1ccccn1 | 2.5% | -0.6% | 28% | -1.0% | 6% | 12% | -5% | -2% | -6%
CC(OC(=O)Cn1[nH]c(=O)c2ccccc2c1=O)C(=O)Nc1ccc(F)cc1Cl (configuration not stated) | 0.7% | · | · | · | -1% | -6% | · | · | 4%

Other structures follow:
SMILES | RSV antiviral HEp-2 | XIAP displacement | AID2073 | HIV fusion peptide | SV40 large T antigen | MgcRacGAP inhibition | SIAH1 antagonists | LYP phosphatase | Dengue-2 NS5 capping | others
COc1cc(/C=N/NS(=O)(=O)c2ccc(C)cc2)ccc1OCc1cccc(C(=O)O)c1 | -0.4% | -6.2% | 9% | 8.7% | 3% | 3% | 0% | -6% | 5%
CCCCCCCCCn1ccc(=N)cc1 | 13% | · | 6% | -0.8% | 6% | 2% | 0% | -10% | -7%
O=C(/C=C/c1cccc(Cl)c1)NCc1cccs1 | 6.7% | -2.2% | -5% | -3.2% | -1% | 3% | 0% | -5% | -5% | Dengue-2 NS5 capping pilot replicate=2.1
Cc1cc2c(c(=O)o1)C(C(C)C)C(C#N)=C(N)O2 (configuration not stated) | 1.4% | 1.7% | 31% | 1.1% | 12% | 4% | 1% | -11% | 1%
Cc1nnsc1C(=O)N1CCCC(N2CCN(c3ccc(F)cc3)CC2)C1 (configuration not stated) | 2.1% | · | 2% | -0.7% | 26% | 4% | 5% | -7% | 2%
CCC(C)NC(=O)CN(c1cc(Cl)ccc1OC)S(C)(=O)=O (configuration not stated) | 0.4% | -2.4% | 10% | -1.3% | 9% | 8% | -6% | -10% | -8%
COc1ccccc1C(=O)N/C(=C\c1ccccc1)C(=O)NC(Cc1ccccc1)C(=O)O (configuration not stated) | 1.3% | · | 15% | -0.1% | 5% | 2% | -5% | -8% | -7%
Cc1ccc2nc(SCC(=O)Nc3ccccc3N3CCOCC3)c(C#N)cc2c1 | 5.1% | -11% | 13% | -0.3% | 4% | 5% | -8% | -2% | 0%
CC(C)=CC(=O)OCC(=O)Nc1ccc(SC(F)F)cc1 | 1.4% | -7.0% | 6% | -0.2% | 1% | 8% | -3% | -3% | -3%
CCC(C)N(C(=O)COC(=O)C1C(C(=O)OC)=C(C)NC(C)=C1C(=O)OC)C1CCS(=O)(=O)C1 (configuration not stated) | 0.4% | -2.9% | 12% | -1.5% | 9% | 15% | 10% | -1% | -10%
